# HEK293 NOD2/NF-kB: inhibition of NOD2-driven NF-kB reporter – cell-based, luminescence, uHTS, HEK293 (AID 1566) | inhibition, % at 4 µM, or EC50 in µM where a hit was titrated | actives 0.63% (n = 290,000) | HEK293 NOD2/NF-kB luciferase reporter, luminescence; higher % means a stronger effect; note: many of its hits are not listed in these tables
# Myeloid diff MLP: myeloid differentiation induction. actives 1% (n = 360,000). calls only at 10 µM. AID 624256. ER-HoxA9 myeloid progenitors, lysozyme-GFP differentiation, flow cytometry;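 active = normalized GFP-positive differentiation at or above the plate's own cutoff, the solvent-only control mean plus 3 SD; inconclusive = no clear call, values can overlap the other calls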;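 note: cells exposed to compound for four days before flow analysis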
# NTR1 agonist: agonists of NTR1, primary screen, imaging, U2OS cells, beta-arrestin-GFP, high content (AID 493036); NTR1-U2OS beta-arrestin-GFP spot imaging, agonist mode; activation, % at 20 µM; actives 0.17% (n = 330,000); P30989;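 active = activation at or above 40% of the spot to cytoplasm intensity ratio, with at least 20 cells analyzed; inconclusive = wells under 20 cells, flagged as cytotoxic or low count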;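 note: 0% = DMSO without peptide and 100% = 100 nM NTR1 peptide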
# Target sequence (P30989 whole entry, looked up): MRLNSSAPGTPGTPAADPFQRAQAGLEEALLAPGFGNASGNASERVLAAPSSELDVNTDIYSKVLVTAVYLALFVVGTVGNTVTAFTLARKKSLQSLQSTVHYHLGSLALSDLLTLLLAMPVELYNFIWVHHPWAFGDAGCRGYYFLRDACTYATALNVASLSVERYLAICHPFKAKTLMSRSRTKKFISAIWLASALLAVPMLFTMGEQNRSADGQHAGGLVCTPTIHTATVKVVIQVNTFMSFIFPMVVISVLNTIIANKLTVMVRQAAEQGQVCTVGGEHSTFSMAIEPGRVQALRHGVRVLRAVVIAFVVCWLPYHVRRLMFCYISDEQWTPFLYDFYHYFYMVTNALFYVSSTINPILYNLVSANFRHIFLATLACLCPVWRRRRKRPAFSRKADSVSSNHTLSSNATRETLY
# GPR55 beta-arrestin: selective activators of receptor GPR55 – imaging, U2OS cells, beta-arrestin-GFP redistribution, primary screen (AID 1961); U2OS GPR55 beta-arrestin-GFP redistribution imaging; higher % means a stronger effect; actives 0.048% (n = 290,000); one-dose activation, % at 10 µM; EC50 in µM for titrated hits;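 active = activation above 40% with more than 50 cells counted in the well; inconclusive = wells holding fewer than 50 cells, flagged as toxic or sparse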;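 note: U2OS osteosarcoma cells stably expressing GPR55 and beta-arrestin-GFP; plate controls were DMSO negative control for no effect and LPI positive control for full effect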
# NOD1 NF-kB reporter: inhibition of NOD1-driven NF-kB reporter – cell-based, luminescence, uHTS, primary screen (AID 1578); inhibition, % at 4 µM, or EC50 in µM where a hit was titrated; actives 1% (n = 290,000); NOD1-driven NF-kB luciferase reporter cells, luminescence; higher % means a stronger effect; in the data active = inhibition mostly above about 36%, no sharp cut-off; inactive = mostly below about 34%;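 note: HEK-293T reporter cells stimulated with the NOD1 agonist gamma-tri-DAP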
# KOR beta-arrestin-1: kappa opioid receptor blockers – cell-based, luminescence, uHTS (AID 1778); KOR beta-arrestin recruitment, luminescence, antagonist mode; higher % means a stronger effect; inhibition, % at 10 µM; hits with a dose series show IC50 in µM; actives 0.091% (n = 290,000); note: strong numbers were not always called active
# GPR55 LPI antagonism: inhibition of LPI-stimulated GPR55 beta-arrestin translocation – imaging, U2OS, beta-arrestin-GFP, LPI agonist, primary screen (AID 2013) | actives 0.13% (n = 290,000) | U2OS GPR55 beta-arrestin-GFP translocation imaging, LPI antagonism; higher % means a stronger effect | inhibition, % at 10 µM; hits with a dose series show IC50 in µM;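 active = spots per cell inhibited over 60%, with over 100 cells counted and total cytoplasm intensity under 500,000; inconclusive = wells with under 100 cells, flagged as likely toxic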;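 note: U2OS cells stably carrying GPR55 and arrestin-GFP stimulated by 5 µM LPI near EC80; imaged beta-arrestin-GFP aggregate spots per cell after agonist stimulation; plate controls were LPI-stimulated DMSO wells for no effect and DMSO wells without LPI for full effect; some results filed as inactive read as strong as hits; confirmed hits need IC50 under 10 µM and bright autofluorescent wells are also inconclusive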
# T cell modulator: modulates CD8 T cell binding to vesicles | 2C CD8+ T cell-vesicle binding, flow cytometry; active compounds read low | calls only at 7 µM | actives 0.068% (n = 330,000) | AID 2052;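 active = response, share of CD8 T cells binding vesicles, and their 90th percentile fluorescence all below set limits, cut at about 80% in these data, passing the limit was not always enough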
#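 Material: 2C TCR transgenic mouse naive CD8+ T cells, MACS-purified. Also added: QL9-charged Drosophila Ld/ICAM-1/B7-1 vesicles. Timing: binding 1.5 h at 37 °C. Measured by: high-throughput flow cytometry with anti-B7-1 and anti-CD8 staining. Read-out: percent CD8+ FL2 mean versus row control. Controls: Unloaded micro-vesicles (low), QL9 vesicles with 0.7% DMSO (high).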
# KOR beta-arrestin-2: KOR agonists, beta-arrestin recruitment, primary screen, cell-based, luminescence, uHTS (AID 1777). KOR beta-arrestin recruitment, luminescence; higher % means a stronger effect. actives 0.02% (n = 280,000). one-dose activation, % at 10 µM; EC50 in µM for titrated hits; in the data active = activation above about 50%, passing the limit was not always enough; note: a part of the inactive calls stands beside numbers as strong as those of hits
# T cell modulator vesicle-bound %: second read-out of T cell modulator, no call of its own (marks repeat the call); double positive events, %; measured here: CD8+ vesicle-bound cell fraction;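 binding gate set so that unloaded-vesicle control wells show 10% double positive cells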
# NTR1 agonist cell count 20 µM: recorded beside NTR1 agonist, whose call it bears; cell count; measured here: cell count, cytotoxicity flag
# Myeloid diff MLP GFP+ MAC1+ %: recorded beside Myeloid diff MLP, whose call it bears; GFP+ MAC1+ double positive, %; measured here: differentiation confirmed by MAC1 staining
# Active calls of the source: *; i = inactive; ? = inconclusive; . = not tested or not shown; + = active, no number; [ ] = another dose, or the depositor's remark. Cut-off read from the data, not from the text of the source, unless noted: active = inhibition above about 50%; inactive = the rest.
Compound	HEK293 NOD2/NF-kB	T cell modulator	GPR55 LPI antagonism	NTR1 agonist	GPR55 beta-arrestin	NTR1 agonist cell count 20 µM	T cell modulator vesicle-bound %	KOR beta-arrestin-2	NOD1 NF-kB reporter	Myeloid diff MLP	Myeloid diff MLP GFP+ MAC1+ %	KOR beta-arrestin-1
c1ccc(-c2ccnc3nc(-n4cccc4)nn23)cc1	11%	i	-6%	1.8	-0.2%	69	4	11%	-24%	i	1.0	-58%
COC(=O)c1cc(NC(=O)c2cc3ccccc3o2)cc(C(=O)OC)c1	18%	i	7%	2.1	-0.1%	76	49	-0.3%	-12%	i	0.2	-12%
CCOCC(=O)Nc1ccc(C)c(Cl)c1	-16%	i	-1%	-1.4	-0.2%	106	44	-5.7%	-9%	i	2.1	35%
CC(NS(=O)(=O)c1ccc(F)cc1)C(=O)NCc1ccncc1 (configuration not stated)	-8%	i	-8%	-0.8	-0.1%	65	30	-1.5%	-22%	i	0.7	13%
CN(c1ccccc1)S(=O)(=O)c1ccc(C(=O)OCC(=O)NCc2cccs2)cc1	-3%	i	-11%	1.5	-0.1%	65	22	-1.0%	-1%	i	0.6	13%
CCc1nnc(NC(=O)CCC(=O)O)s1	2%	i	0%	-1.6	0.2%	50	14	-2.2%	11%	i	2.8	-3%
CC(OC(=O)c1cc(S(=O)(=O)N(C)c2ccccc2)ccc1Cl)C(=O)Nc1ccc2c(c1)OCCO2 (configuration not stated)	-3%	i	0%	2.2	-0.2%	46	26	0.8%	11%	i	0.4	.
CC(O)CNc1ccc([N+](=O)[O-])cc1S(=O)(=O)N1CCOCC1 (configuration not stated)	-7%	i	1%	0.7	0.9%	62	23	-0.1%	-45%	i	0.2	-28%
Cc1ccc(N2CCN(C(=O)c3nn(C)c4c3CS(=O)(=O)c3ccccc3-4)CC2)c(C)c1	24%	i	8%	5.5	0.2%	66	18	-4.3%	4%	i	4.5	-14%
COCCNC(=O)c1onc(CSc2cc(C)cc(C)c2)c1C(=O)O	17%	i	-5%	0.5	0.5%	59	39	-1.8%	8%	i	0.1	-6%
O=C(Cn1cc(C(=O)C2CC2)c2ccccc21)NC1CCCC1	-8%	i	4%	-1.7	-0.2%	89	23	3.0%	-2%	i	0.7	-18%
CN(C)c1ccc(/C=N/NC(=O)c2ccco2)cc1	0%	i	8%	-1.2	0.6%	72	30	-2.9%	-6%	i	0.8	14%
CCC(C)Nc1nc2c(C)cccn2c(=O)c1C=Nc1ccc(OC)cc1 (configuration not stated)	24%	i	8%	11	-0.6%	39	29	-1.0%	-23%	i	0.4	6%
N#CCSc1nnc(COc2ccc3ccccc3c2)o1	11%	i	-4%	-0.9	-0.3%	89	40	-10%	13%	i	0.6	-35%
Cc1ccccc1OCCN1CCC(Cc2ccccc2)CC1	6%	i	16%	2.3	-0.1%	64	58	2.4%	-22%	i	0.4	2%
COc1ccccc1-n1c(COc2ccccc2-c2ccccc2)nnc1SCC(=O)c1c(N)n(C)c(=O)n(C)c1=O	21%	i	3%	9.0	0.2%	54	49	14%	10%	i	0.1	-27%
CCc1ccc(OCC(=O)N2CC(C(N)=O)Oc3ccccc32)cc1 (configuration not stated)	7%	i	9%	-0.1	-0.1%	42	32	3.5%	2%	i	1.4	4%
CC1CCC(NC(=O)c2nn(C)c3c2CSc2ccccc2-3)CC1 (configuration not stated)	24%	i	4%	13	-0.1%	54	30	3.6%	-19%	i	1.8	-50%
CN(C)Cc1c(O)ccc2c1O/C(=C\C=C\c1ccccc1)C2=O	13%	i	-3%	8.5	0.3%	73	28	.	6%	.	.	17%
NC1=NC(=O)/C(=C/c2c(OS(=O)(=O)c3ccc(Cl)cc3)ccc3ccccc23)S1	-9%	i	7%	2.9	-0.3%	38	22	-0.6%	-18%	i	0.2	-19%
Cc1ccc(S(=O)(=O)N(C)C)cc1NC(=S)N1CCN(Cc2ccc3c(c2)OCO3)CC1	11%	i	2%	-1.0	0.5%	46	36	-4.2%	18%	+	0.6*	11%
CC(C)OC(=O)c1ccc(S(N)(=O)=O)o1	-3%	i	10%	0.2	0.2%	50	35	0.1%	-30%	i	0.4	7%
Cc1ccc(C)c(NS(=O)(=O)c2csc(C(N)=O)c2)c1	-9%	i	10%	1.0	0.0%	88	13	2.8%	-10%	i	0.4	-17%
COC(=O)c1n[nH]c2ccccc12	-2%	i	4%	-0.5	-0.3%	57	56	1.3%	-1%	i	0.0	4%
CCCc1cc(C(=O)N2CCCC(C(=O)c3cc(C)c(OC)c(C)c3)C2)n(C)n1 (configuration not stated)	8%	i	-10%	0.2	-0.1%	65	15	5.7%	37%	i	0.7	-47%
Cn1c(O)c(C=Nc2ccc(N3CCOCC3)cc2)c(=O)n(C)c1=S	10%	.	7%	.	0.5%	.	.	-5.2%	-15%	i	0.1	3%
CCCCc1c(C)nc2ccc(Br)cc2c1SCCC#N	18%	.	7%	.	0.5%	.	.	-4.0%	20%	.	.	31%
Cc1cc(C(=O)Cn2ncc(Cl)c(Cl)c2=O)c(C)n1CC(F)(F)F	4%	i	24%	9.2	0.2%	43	29	-2.7%	-11%	?	.	-4%
Cc1ccc(N(C(=O)C2CCCC2)C2C=CS(=O)(=O)C2)cc1C (configuration not stated)	11%	i	15%	-0.8	-0.1%	48	29	3.1%	-12%	i	0.7	-24%
COc1ccc(CCCc2nnc(SCc3nc4ccccc4c(=O)[nH]3)n2C)cc1C	19%	i	2%	0.7	-0.4%	46	64	-0.9%	-27%	i	0.7	5%
CCC(C)(C)NC(=O)C(c1ccc(OC)cc1)N(C(=O)CCC(=O)Nc1cc(C)on1)C1CC1 (configuration not stated)	6%	i	-8%	-0.1	0.0%	40	33	1.6%	-19%	i	0.8	-12%
CCNC(=O)c1nc[nH]c1C(=O)NCC	8%	i	10%	-0.6	0.1%	47	59	3.8%	-30%	i	1.0	16%
COc1ccc(CCNC(=O)/C=C/c2cc(OC)c(OC)c(OC)c2)cc1OC	7%	i	-3%	-1.3	0.7%	98	58	-2.0%	-40%	i	0.2	7%
COc1ccccc1NC(=O)CC1S/C(=N/N=C(\C)C2CCCCC2)NC1=O (configuration not stated)	14%	i	11%	2.5	0.3%	51	70	0.8%	-28%	i	1.5	-21%
Cc1ccc(-n2ncc(C#N)c2/N=C/N2CCCCCC2)cc1	-4%	i	-9%	3.5	0.2%	64	35	-7.9%	-3%	i	0.3	13%
C=CCNC(=S)N(Cc1ccccc1)Cc1ccccc1	12%	i	17%	-0.6	0.0%	28	58	-3.3%	-28%	i	0.0	4%
CCOC(=O)c1ccc(CNC(=O)C(Cc2c[nH]c3ccccc23)NC(C)=O)o1 (configuration not stated)	0%	i	-5%	-0.3	-0.1%	66	6	-3.0%	-24%	i	7.7	39%
O=C(Nc1nc(COc2ccccc2)cs1)C1CCC1	-56%	i	3%	-1.1	0.3%	102	12	-3.5%	-48%	i	0.9	17%
CCc1ccc(OCC(O)CN2CCCC2)cc1 (configuration not stated)	8%	i	-12%	0.5	-0.4%	57	55	-2.1%	-10%	i	0.6	-25%[20 µM]
CN(C)C=Nc1nonc1N	-13%	i	-3%	-0.4	0.3%	63	50	0.5%	-28%	i	1.2	-37%

# Taken from above:
# CCNC(=O)c1nc[nH]c1C(=O)NCC in GPR55 LPI antagonism has 10%
# Cc1ccc(S(=O)(=O)N(C)C)cc1NC(=S)N1CCN(Cc2ccc3c(c2)OCO3)CC1 in T cell modulator vesicle-bound % has 36
# Cc1ccc(N(C(=O)C2CCCC2)C2C=CS(=O)(=O)C2)cc1C (configuration not stated) in NTR1 agonist cell count 20 µM has 48

# Next part:
Compound	HEK293 NOD2/NF-kB	T cell modulator	GPR55 LPI antagonism	NTR1 agonist	GPR55 beta-arrestin	NTR1 agonist cell count 20 µM	T cell modulator vesicle-bound %	KOR beta-arrestin-2	NOD1 NF-kB reporter	Myeloid diff MLP	Myeloid diff MLP GFP+ MAC1+ %	KOR beta-arrestin-1
N#Cc1cc2ccccc2n2nnnc12	-10%	i	2%	0.2	-0.1%	42	23	0.0%	2%	i	0.6	-13%
CC(=O)OC(C(=O)Nc1ccccc1)C(C)S(=O)(=O)c1ccccc1 (configuration not stated)	12%	i	-4%	-0.4	0.6%	72	41	-3.7%	27%	i	1.2	-14%
N#Cc1c2n(c(=S)n(-c3ccccn3)c1=O)CCCCC2	-8%	i	4%	-1.8	0.1%	91	5	-3.1%	-41%	i	0.7	32%
Cc1ccc(N2C(=O)C3C(c4ccccc4)N4CCCN4C3(C)C2=O)cc1 (configuration not stated)	4%	i	3%	-1.7	-0.3%	59	50	4.6%	-28%	i	0.3	7%
CC1=NNC(=O)C1CCC(=O)N/N=C/C=C/c1ccccc1 (configuration not stated)	6%	i	0%	-1.2	-0.2%	73	51	.	-19%	i	0.2	.
CCn1c(SCC(=O)c2ccc(OC)cc2)nnc1C1CC1	7%	i	22%	-1.4	-0.1%	96	34	0.1%	-1%	i	0.5	4%
Cn1nc(C(C)(C)C)cc1C(=O)NNC(=O)c1ccc(C(F)(F)F)cc1	30%	i	5%	0.6	-0.2%	63	35	3.3%	8%	i	0.4	-9%

# Fetched by compound from the entries so far, two records:
Compound	HEK293 NOD2/NF-kB	T cell modulator	GPR55 LPI antagonism	NTR1 agonist	GPR55 beta-arrestin	NTR1 agonist cell count 20 µM	T cell modulator vesicle-bound %	KOR beta-arrestin-2	NOD1 NF-kB reporter	Myeloid diff MLP	Myeloid diff MLP GFP+ MAC1+ %	KOR beta-arrestin-1
CC1=NNC(=O)C1CCC(=O)N/N=C/C=C/c1ccccc1 (configuration not stated)	6%	i	0%	-1.2	-0.2%	73	51	.	-19%	i	0.2	.
COC(=O)c1n[nH]c2ccccc12	-2%	i	4%	-0.5	-0.3%	57	56	1.3%	-1%	i	0.0	4%

# These rows are one share of the data; the hit share may differ from the screen's.
